Casp6 inh – caspase-6 (human) enzyme inhibition; 0.53% of 350,000 active; inhibition, % at 12.5 µM; purified caspase-6, Z-VEID-R110 cleavage fluorescence; P55212; AID 686996;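 active means mean inhibition across replicates at least about 35%, with every replicate also reaching that limit, limit read from the data; inconclusive means only one of the two criteria met; inactive means neither criterion met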;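 further: 0% = median of neutral control wells and 100% = no fluorescence left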
Target sequence (P55212 24-179 limits assumed): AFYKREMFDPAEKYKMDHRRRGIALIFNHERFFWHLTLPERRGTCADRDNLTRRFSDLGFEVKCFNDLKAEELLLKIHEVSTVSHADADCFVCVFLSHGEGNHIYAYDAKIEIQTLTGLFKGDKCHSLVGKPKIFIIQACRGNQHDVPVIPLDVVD
Target sequence (P55212 194-293 limits assumed): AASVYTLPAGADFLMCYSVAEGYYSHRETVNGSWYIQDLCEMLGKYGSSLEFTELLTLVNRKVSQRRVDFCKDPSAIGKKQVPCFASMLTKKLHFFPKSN
EWS-Fli inh – inhibitors of EWS/Fli oncoprotein transcriptional activity | A673 NR0B1-luciferase reporter, viability-normalised | 0.67% of 350,000 active | AID 651661 | inhibition, % at 12.6 µM;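 active means mean inhibition of at least 50% after viability correction, with every replicate also passing that limit; inconclusive means mean reaches 50% but only one of two replicates passes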;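 further: firefly luciferase signal divided by Alamar Blue viability fluorescence both relative to DMSO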
PGC1a acetyl inh – PGC1a acetylation modulation, inhibitor mode | U2OS PGC1a acetylation, AlphaScreen anti-acetyl-lysine; with virally co-expressed GCN5 acetyltransferase | inhibition, % at 15.6 µM | 0.17% of 350,000 active;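 active means every replicate shows inhibition of at least 40%; inconclusive means mean inhibition at least 40% but some replicate below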;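 further: 0% = neutral control wells and 100% = positive control wells; some results beyond the cut were filed as inactive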
FN deposition inh – fibronectin deposition inhibition; AID 743247; 0.086% of 350,000 active; inhibition, % at 12.6 µM; AH1F fibroblasts, Alexa488-fibronectin deposition fluorescence, overnight;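 active means mean inhibition across replicates of 30% or more, regardless of how many single replicates reach that level; inconclusive means mean under 30% yet at least half of replicates reach 30%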;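 further: positive control wells lacked labelled fibronectin entirely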
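Material: AH1F fibroblast monolayer depositing Alexa488-labelled fibronectin into matrix | Input: 10000 AH1F cells/well | Medium: DMEM plus 2% serum, read in PBS | Reagent: Alexa488-fibronectin, 24 nM final in well | Compound dosing: One dose per compound, pinned | Schedule: 1 h adhesion, overnight exposure | Measured by: Fluorescence at 485 nm excitation, 525 nm emission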
LGR2 inh – inhibitors of bursicon-induced Drosophila LGR2 receptor cAMP signaling | HEK293 LGR2, CRE-luciferase, bursicon-stimulated, 4 h | inhibition, % at 9.99 µM | 0.35% of 380,000 active | AID 720647;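 active means drop in luminescence signal, shown as inhibition above about 50% in the replicate tests, limit read from the data, passing the limit was not always enough; inconclusive means probably only some replicates passing the limit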;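 further: agonist challenge used bursicon conditioned medium at about half maximal strength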
Cneo AK release – causes C. neoformans cell lysis | AID 651654 | adenylate kinase release luminescence, 4 h; normalised: neutral wells 0, clomiphene wells 100 | 0.2% of 360,000 active | lysis activity, % at 15 µM;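 active means mean lysis activity across replicates of at least 80%, whatever share of replicates individually reach that level; inactive means mean lysis activity below 80%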
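Material: C. neoformans cells; Schedule: 4 h static compound exposure, 37 °C, read 1 h post-reagent; Measured by: adenylate kinase release luminescence; Read-out: signal increase indicating cell lysis; Controls: Clomiphene as positive lysis control.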
miR-122 sensor – miR-122 inhibition in Huh7 cells. AID 602342. activation (reporter increase), % at 12.5 µM. 0.3% of 340,000 active. Huh7 miR-122 Renilla luciferase sensor, 48 h; neutral wells = 0, positive control = 100;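 active means mean replicate activation score at least 90 and every replicate individually at or above 90; inconclusive means only one of the two criteria met; inactive means neither criterion met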;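 further: higher luciferase means less miR-122 activity so hits act as miR-122 inhibitors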
PAX8 reporter – inhibitors of PAX8 transcriptional activity in RMG-I cells; RMG-I TPO-luciferase reporter, SteadyGlo, 24 h; inhibition, % at 12.6 µM; 1.2% of 360,000 active; AID 652154;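 active means mean replicate inhibition at least 60% with every replicate also reaching 60%; inconclusive means only one of the two criteria is met; inactive means mean below 60% and not all replicates reaching 60%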;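 further: luciferase light reporting Pax8 driven TPO promoter activity; plate controls were median of neutral control wells for no effect and mitoxantrone controls for full effect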
An asterisk follows results filed as active; [ ] = another dose, or the depositor's remark.

Results for CC1CCCC(NC(=O)c2cc(S(=O)(=O)N3CCCCC3)c[nH]2)C1C (stereo unspecified) ?
Casp6 inh: 0; EWS-Fli inh: 12; PGC1a acetyl inh: 2; FN deposition inh: -3; LGR2 inh: 9; Cneo AK release: -1; miR-122 sensor: -4; PAX8 reporter: -2

Results for Cc1ccc(S(=O)(=O)N(C)C[C@@H]2Oc3c(NC(=O)c4nc5ccccc5s4)cccc3C(=O)N([C@H](C)CO)C[C@H]2C)cc1 ?
Casp6 inh: -3; EWS-Fli inh: 4; PGC1a acetyl inh: -7; LGR2 inh: 25; Cneo AK release: -4; miR-122 sensor: -27[16.7 µM]

How did O=C(Nc1cccc(F)c1)N1CC(=O)N2[C@@H](CO)[C@H](c3ccc(-c4ccc(F)cc4)cc3)[C@@H]2C1 do in these assays?
Casp6 inh: 0; EWS-Fli inh: 7; PGC1a acetyl inh: 5; LGR2 inh: 13; PAX8 reporter: -6

Results for c1ccc(-c2nc(NCC3CCCO3)c3oc4ccccc4c3n2)cc1 (stereo unspecified) ?
PGC1a acetyl inh: -17; FN deposition inh: -11; Cneo AK release: 2; miR-122 sensor: 7

How did Cc1ccccc1CS(=O)(=O)c1nnc([C@H](Cc2ccccc2)NC(=O)OC(C)(C)C)o1 do in these assays?
Casp6 inh: 1; EWS-Fli inh: 40; PGC1a acetyl inh: 55*; LGR2 inh: 22; Cneo AK release: -1; miR-122 sensor: -6

How did CCCNC(=O)N(C)C[C@@H]1Oc2cc(C#CC(C)(C)O)ccc2S(=O)(=O)N([C@@H](C)CO)C[C@H]1C do in these assays?
Casp6 inh: 0; EWS-Fli inh: -9; PGC1a acetyl inh: 16; FN deposition inh: -12; LGR2 inh: 9; Cneo AK release: 10; miR-122 sensor: 17[16.7 µM]; PAX8 reporter: -13

What do the screens show for `CC1(C(=O)NCc2ccccc2)CN(S(C)(=O)=O)CC(=O)N1CCc1c[nH]c2ccccc12` (stereo unspecified)?
Casp6 inh: -1; EWS-Fli inh: 2; FN deposition inh: -6; LGR2 inh: -17; PAX8 reporter: 29

What do the screens show for `C[C@H]1CN([C@@H](C)CO)C(=O)CCCn2cc(nn2)CO[C@@H]1CN(C)Cc1ccc(C(F)(F)F)cc1`?
Casp6 inh: 0; EWS-Fli inh: 2; PGC1a acetyl inh: -1; FN deposition inh: -1; LGR2 inh: 19; Cneo AK release: 82*; miR-122 sensor: -2[16.7 µM]

Results for O=C(CC1CC1)Nc1ccc2c(c1)[C@@H]1C[C@@H](CC(=O)NC3CCCC3)O[C@@H](CO)[C@@H]1O2 ?
Casp6 inh: -2; EWS-Fli inh: 7; PGC1a acetyl inh: -8; FN deposition inh: -11; LGR2 inh: -5; Cneo AK release: 4; miR-122 sensor: -4[16.7 µM]; PAX8 reporter: 5

What do the screens show for `O=c1c2ccccc2ncn1-c1ccc([N+](=O)[O-])cc1[N+](=O)[O-]`?
Casp6 inh: 3; EWS-Fli inh: 4; PGC1a acetyl inh: 11; FN deposition inh: 6; LGR2 inh: 9; Cneo AK release: -1; miR-122 sensor: -3; PAX8 reporter: 3

Results for CCOC(=O)CSc1ccc(S(=O)(=O)N(C)C2CCCCC2)cc1[N+](=O)[O-] ?
Casp6 inh: 3; EWS-Fli inh: 10; PGC1a acetyl inh: 6; LGR2 inh: 12; Cneo AK release: 0; miR-122 sensor: -5

How did Cc1noc(C)c1S(=O)(=O)N(C)C[C@@H]1OCCCC[C@@H](C)Oc2ccc(NC(=O)Nc3ccc(F)cc3)cc2C(=O)N([C@H](C)CO)C[C@H]1C do in these assays?
Casp6 inh: -3; EWS-Fli inh: 8; PGC1a acetyl inh: 3; FN deposition inh: -1; LGR2 inh: 7; Cneo AK release: 7; miR-122 sensor: -4[16.7 µM]; PAX8 reporter: -7

Results for C[C@H](CO)N1C[C@H](C)[C@@H](CN(C)CC2CC2)Oc2ccc(NC(=O)C3CCCCC3)cc2CC1=O ?
Casp6 inh: 0; EWS-Fli inh: 2; PGC1a acetyl inh: -25; FN deposition inh: -1; LGR2 inh: 7; Cneo AK release: 43; miR-122 sensor: 6[16.7 µM]; PAX8 reporter: -16

Results for C[C@@H]1CN([C@H](C)CO)C(=O)c2cc(NC(=O)c3ccncc3)ccc2O[C@@H](C)CCCCO[C@H]1CN(C)Cc1ccc(C(F)(F)F)cc1 ?
Casp6 inh: -2; EWS-Fli inh: inconclusive; FN deposition inh: 11; LGR2 inh: 10; Cneo AK release: -1; miR-122 sensor: -7[16.7 µM]; PAX8 reporter: 82*

How did Nc1nncn1C(=O)CCCN1C(=O)c2ccccc2C1=O do in these assays?
FN deposition inh: 4; Cneo AK release: -1; miR-122 sensor: -4; PAX8 reporter: 13

Results for CCc1ccc(OCCOCC(O)CNC2CCCC2)cc1 (stereo unspecified) ?
Casp6 inh: 0; EWS-Fli inh: -2; PGC1a acetyl inh: 2; FN deposition inh: -13; LGR2 inh: 5; PAX8 reporter: 1

How did CCCNC(=O)[C@@H]1[C@@H](CO)[C@@H]2Cn3c(ccc(-c4ccc(C(=O)N(C)C)cc4)c3=O)[C@@H]2N1CCC do in these assays?
Casp6 inh: 1; EWS-Fli inh: 15; LGR2 inh: -5; Cneo AK release: 1; miR-122 sensor: 3[16.7 µM]

How did O=C(NC1=NCCS1)Nc1ccccc1 do in these assays?
PGC1a acetyl inh: 1; FN deposition inh: -1; Cneo AK release: -1; miR-122 sensor: -6; PAX8 reporter: -85

Results for C/C=C/c1ccc([C@H]2[C@@H](CO)N(C(C)=O)[C@@H]2CN(C(=O)COC)C(C)C)cc1 ?
EWS-Fli inh: -9; PGC1a acetyl inh: 0; FN deposition inh: -22; LGR2 inh: 5; Cneo AK release: -6; miR-122 sensor: -33[16.7 µM]; PAX8 reporter: -8

What do the screens show for `CC(=O)N(C)C[C@@H]1Oc2cc(-c3ccc(F)cc3)ccc2S(=O)(=O)N([C@@H](C)CO)C[C@@H]1C`?
Casp6 inh: -3; EWS-Fli inh: 3; PGC1a acetyl inh: -7; LGR2 inh: 15; Cneo AK release: 4; miR-122 sensor: -7[16.7 µM]

Results for COc1cc(NC(=O)COC(=O)CCOc2ccc(C)cc2)cc(OC)c1 ?
Casp6 inh: 3; FN deposition inh: 4; LGR2 inh: -1; Cneo AK release: 6; PAX8 reporter: -11

Results for Cn1c(=O)c2c(ncn2CC(=O)N/N=C/C(Br)=C/c2ccccc2)n(C)c1=O ?
PGC1a acetyl inh: -42; FN deposition inh: 0; LGR2 inh: -13; miR-122 sensor: -6; PAX8 reporter: 5

Results for CN1CCc2c(sc3c2C(=O)NC(c2ccc4c(c2)OCO4)N3)C1 (stereo unspecified) ?
Casp6 inh: -4; EWS-Fli inh: -16; PGC1a acetyl inh: 17; LGR2 inh: -11; Cneo AK release: -1; miR-122 sensor: -1

What do the screens show for `O=C(C[C@@H]1CC[C@@H](NC(=O)Nc2ccc(C(F)(F)F)cc2)[C@H](CO)O1)NCCN1CCCC1`?
Casp6 inh: -16; EWS-Fli inh: 2; PGC1a acetyl inh: 11; FN deposition inh: -8; LGR2 inh: 4; Cneo AK release: 1; miR-122 sensor: -8[16.7 µM]; PAX8 reporter: 7

What do the screens show for `C[C@H](CO)N1C[C@H](C)[C@@H](CN(C)Cc2cccc(O)c2)OCc2cn(nn2)CCCC1=O`?
Casp6 inh: 0; EWS-Fli inh: -3; PGC1a acetyl inh: 0; FN deposition inh: 0; LGR2 inh: -6; Cneo AK release: -13; miR-122 sensor: -6[16.7 µM]

Results for O=C(C[C@H]1C[C@@H]2c3cc(NC(=O)C4CCOCC4)ccc3O[C@@H]2[C@@H](CO)O1)NCCc1ccccc1 ?
Casp6 inh: 1; EWS-Fli inh: 7; PGC1a acetyl inh: 3; FN deposition inh: 0; LGR2 inh: 5; Cneo AK release: -2; miR-122 sensor: -1[16.7 µM]; PAX8 reporter: 6

How did CC(c1ccc(F)cc1)n1c(Cn2ncc3ccccc3c2=O)n[nH]c1=S (stereo unspecified) do in these assays?
Casp6 inh: 2; EWS-Fli inh: 5; PGC1a acetyl inh: -35; FN deposition inh: -4; LGR2 inh: -11; PAX8 reporter: 2

How did COc1ccc(OC)c(NC(=O)C2C3CCC(C3=C(C)C)C2C(=O)O)c1 (stereo unspecified) do in these assays?
PGC1a acetyl inh: 6; FN deposition inh: 22; Cneo AK release: -2; miR-122 sensor: -5; PAX8 reporter: -7

How did CC(=O)NCCC(=O)Nc1ccc(F)cc1C do in these assays?
PGC1a acetyl inh: 6; LGR2 inh: -12; Cneo AK release: 1; miR-122 sensor: 1

How did C[C@@H]1CN([C@@H](C)CO)C(=O)c2cccc(N(C)C)c2O[C@H]1CN(C)Cc1ccncc1 do in these assays?
Casp6 inh: 0; EWS-Fli inh: -3; PGC1a acetyl inh: -2; FN deposition inh: -1; LGR2 inh: 3; Cneo AK release: 51; miR-122 sensor: 1[16.7 µM]; PAX8 reporter: -17

Results for Cc1ccc(-c2nc3ccccn3c2NC(=O)c2ccco2)cc1 ?
Casp6 inh: 2; EWS-Fli inh: 6; PGC1a acetyl inh: 15; LGR2 inh: -2; Cneo AK release: -1; miR-122 sensor: 25

Results for CCN(c1cc(C)cc(C)c1)S(=O)(=O)c1nnc(NC(=O)C(C)C)s1 ?
Casp6 inh: -3; EWS-Fli inh: 10; LGR2 inh: -10; Cneo AK release: -15; PAX8 reporter: 20

What do the screens show for `Cc1noc(C)c1NC(=O)N(C)C[C@H]1Oc2ccc(NC(=O)Cc3ccccc3)cc2CC(=O)N([C@H](C)CO)C[C@H]1C`?
Casp6 inh: 0; EWS-Fli inh: -1; PGC1a acetyl inh: 0; FN deposition inh: -5; LGR2 inh: 22; Cneo AK release: 8; miR-122 sensor: -3[16.7 µM]; PAX8 reporter: -5

Results for C[C@@H]1CCCCO[C@@H](CN(C)Cc2ccccc2)[C@H](C)CN([C@@H](C)CO)C(=O)c2cc(NS(=O)(=O)c3ccc(Cl)cc3)ccc2O1 ?
Casp6 inh: 2; EWS-Fli inh: 4; PGC1a acetyl inh: -4; FN deposition inh: -4; LGR2 inh: 13; Cneo AK release: -4; miR-122 sensor: -9[16.7 µM]; PAX8 reporter: 2

What do the screens show for `O=C(Cc1cccs1)N1CCN(S(=O)(=O)c2cc(Cl)ccc2Cl)CC1`?
Casp6 inh: 6; EWS-Fli inh: 6; LGR2 inh: 3; PAX8 reporter: -2

How did COc1ccc(CN(CC(=O)NCc2ccc(F)cc2)C(=O)c2csnn2)cc1 do in these assays?
EWS-Fli inh: -20; FN deposition inh: 8; LGR2 inh: 2; Cneo AK release: 12; PAX8 reporter: -6

Results for CNCc1ccccc1OCC(=O)Nc1ccccc1 ?
PGC1a acetyl inh: 1; LGR2 inh: -44; Cneo AK release: -6; miR-122 sensor: 22

Results for COc1cc(/C=C(/C#N)c2nc3ccccc3[nH]2)ccc1OCc1ccc(C(=O)O)o1 ?
Casp6 inh: 24; EWS-Fli inh: 4; PGC1a acetyl inh: 4; LGR2 inh: 3; Cneo AK release: -3; miR-122 sensor: -6

What do the screens show for `CCOC(=O)N1CCN(C(=O)Nc2ccccc2)CC1`?
Casp6 inh: -5; EWS-Fli inh: 2; PGC1a acetyl inh: -6; FN deposition inh: 0; LGR2 inh: -14; PAX8 reporter: -1

Screens as filed in PubChem BioAssay.
